# High-throughput results as filed in PubChem BioAssay.
# SNCA expr inh: Primary qHTS assay for inhibitors of alpha-synuclein gene (SNCA) expression | HEK-293 SNCA-luciferase knock-in, luminescence, 24 h | Potency, µM (doses to about 57.2 µM), for inactives: top-dose activity change, negative = inhibition, most hits filed as inhibitors | 0.17% of 140,000 active;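 also: potency is read from the fitted curve at half-maximal effect; plate controls were DMSO cells for no effect and cell-free wells for full effect; nearly all actives have a fitted effect of over 45% in size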
# HEK293 viab: GF-AFC viability counterscreen for inhibitors of alpha-synuclein gene (SNCA) expression; HEK-293-SNCA-luc viability, GF-AFC fluorescence, 24 h; Potency, µM (highest dose often 57.1 µM), without a hit: top-dose activity change, negative = cytotoxicity, actives largely listed as cytotoxic; 0.12% of 150,000 active; AID 1671193, 2021;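 also: potency is read from the fitted curve at half-maximal effect; 0% = DMSO-treated cells and -100% = medium-only wells without cells; nearly all actives have a fitted effect of over 30% in size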
#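 HEK-293-SNCA-luc cells (1500/well) plated 24 h, then exposed 24 h to a dilution series; GF-AFC added 30 min at 37C, fluorescence 405/540 nm; normalised to medium-only and DMSO wells, Hill fit.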
# FLuc inh: Firefly luciferase inhibition profiling of diverse chemical library using quantitative high-throughput screening; Luciferin 4-monooxygenase (Photinus pyralis), P08659; purified P. pyralis luciferase, luminescence, biochemical; Potency, µM (top dose mostly 115 µM), without a hit: at the highest dose activity change, negative = inhibition, most hits filed as inhibitors; 2.5% of 76,000 active; AID 1347043, 2019; also: potency is read from the fitted curve at half-maximal effect; nearly all actives have a fitted effect of over 65% in size
#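 Biochemical qHTS: compound (6-point titration) added to 10uM D-luciferin plus 10uM ATP in Tris acetate pH 7.5 buffer with Mg, Tween-20 and BSA, then purified enzyme at 10nM; light output imaged.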
# 3T3 cytotox: Cytotoxic Profiling in NIH 3T3 Cell Line of Diverse Libraries Using Quantitative High-Throughput Screening; NIH 3T3 viability, CellTiter-Glo ATP luminescence, 48-72 h; Potency, µM (doses to about 96.7 µM), inactives show top-dose activity change, negative = cytotoxicity, usual class: inhibitors; 4.3% of 94,000 active; AID 1345082, 2018; also: potency is read from the fitted curve at half-maximal effect; nearly all actives have a fitted effect of over 55% in size
#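 Viability of NIH 3T3 cells after 48 or 72 hr compound treatment at 37 °C was assessed by CellTiter-Glo, with luminescence imaged following a 10 min room-temperature step.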
# IP6K1 inh: Primary qHTS assay for small molecule inhibitors of Inositol hexaphosphate kinase 1 (IP6K1) | activity change, % (series mostly up to about 58 µM) | IP6K1 kinase, ADP-Glo luminescence, 2 h; stronger effect = lower value | AID 1645851, 2021 | 0.81% of 140,000 active | Inositol hexakisphosphate kinase 1 (Homo sapiens), Q92551; in the data active = activity change below about -25%
# Target sequence (Q92551 whole entry, looked up): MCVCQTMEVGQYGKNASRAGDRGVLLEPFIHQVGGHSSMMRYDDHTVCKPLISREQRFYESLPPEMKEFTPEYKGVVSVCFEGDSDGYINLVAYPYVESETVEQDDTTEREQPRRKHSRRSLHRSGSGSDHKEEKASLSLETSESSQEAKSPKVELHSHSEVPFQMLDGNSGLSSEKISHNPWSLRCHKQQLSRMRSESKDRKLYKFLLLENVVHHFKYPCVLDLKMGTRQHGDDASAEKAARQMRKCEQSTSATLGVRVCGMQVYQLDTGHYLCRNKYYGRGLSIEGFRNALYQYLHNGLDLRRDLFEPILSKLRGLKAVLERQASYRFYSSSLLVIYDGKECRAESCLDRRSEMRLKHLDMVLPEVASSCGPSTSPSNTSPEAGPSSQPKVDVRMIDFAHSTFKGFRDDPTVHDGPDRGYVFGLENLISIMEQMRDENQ
#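 ADP-Glo luminescence measures ADP made by human IP6K1 during a 2 h RT reaction with ATP/IP6 (mix at 1.3 mM/130 uM); top library doses 57.5 and 19.1 uM final.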
# HEK cytotox: Cytotoxic Profiling in HEK 293 Cell Line of Diverse Libraries Using Quantitative High-Throughput Screening. 6.6% of 94,000 active. Potency, µM (doses to about 115 µM), inactives show at the top dose activity change, negative = cytotoxicity, hits mostly inhibitors. HEK 293 viability, ATP luminescence (CellTiter-Glo), 48-72 h. AID 1345083, 2018; also: potency is read from the fitted curve at half-maximal effect; nearly all actives have a fitted effect of over 60% in size
#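 HEK 293 seeded at 250 cells/well receive compound via pintool. After 48 or 72 hr at 37 degree Celsius, 5% CO2 and 95% humidity, CellTiter-Glo is dispensed and luminescence read following 10 min at room temperature.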
# GPT2 inh: Primary qHTS assay for inhibitors of Glutamate pyruvate transaminase 2 (GPT2) | Recombinant GPT2, coupled pyruvate oxidase/HRP Amplex Red fluorescence | AID 1671188, 2021 | 0.25% of 100,000 active | Potency, µM (titrated, usually from 57.7 µM), inactives show at the highest dose activity change, negative = inhibition, most hits filed as inhibitors | Alanine aminotransferase 2 (Homo sapiens), Q8TD30; also: potency is read from the fitted curve at half-maximal effect; nearly all actives have a fitted effect of over 60% in size; many of its hits are not listed in these tables
# Target sequence (Q8TD30 whole entry, looked up): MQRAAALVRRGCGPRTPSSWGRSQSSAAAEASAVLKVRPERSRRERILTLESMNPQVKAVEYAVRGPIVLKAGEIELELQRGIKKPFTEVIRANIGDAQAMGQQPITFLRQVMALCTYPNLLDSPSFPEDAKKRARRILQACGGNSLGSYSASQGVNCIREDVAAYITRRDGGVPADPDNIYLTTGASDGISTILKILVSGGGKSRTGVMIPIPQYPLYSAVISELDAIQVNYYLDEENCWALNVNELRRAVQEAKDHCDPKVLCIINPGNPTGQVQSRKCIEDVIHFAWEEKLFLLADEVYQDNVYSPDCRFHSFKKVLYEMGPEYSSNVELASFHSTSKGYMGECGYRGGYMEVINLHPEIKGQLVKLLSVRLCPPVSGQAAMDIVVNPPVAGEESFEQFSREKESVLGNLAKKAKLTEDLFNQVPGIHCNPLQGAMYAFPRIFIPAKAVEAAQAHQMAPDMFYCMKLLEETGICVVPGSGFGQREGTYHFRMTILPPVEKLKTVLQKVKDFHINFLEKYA
#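 Fluorescence of coupled pyruvate oxidase/HRP/Amplex Red system (50uM Amplex, 30 min, dark) reports pyruvate formed by GPT2. Enzyme reaction: 10ng/uL GPT2, 2mM L-alanine, 250uM a-KG, 30 min room temperature, pH 7.5; 50uM AOA control.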
# * hit, by the source's call; i = inactive; ? = inconclusive; . = not tested or not shown; & = joins results of further samples; ! = not confirmed by another sample; [ ] = another dose, or the depositor's remark. Unless noted, calls follow the shape of the dose curve; as a rule, active = well fitted curve in the direction sought with a large enough effect; inconclusive = small, poorly fitted or top-dose-only effect, or another doubt; inactive = no such curve, though single readings can be large; an effect the other way counts as inactive or inconclusive. Unless noted, % is scaled to controls: 0 for no effect and ±100 for the full control effect.
SMILES,SNCA expr inh,HEK293 viab,FLuc inh,3T3 cytotox,IP6K1 inh,HEK cytotox,GPT2 inh
COc1ccc(-n2nc(C3CCN(Cc4ccc(C(F)(F)F)cc4)CC3)[nH]c2=O)cc1,-27%&-5%,-2%&-13%,0%&3%,?,-6&13,32µM*!,3%&-9%
CN1C(=O)[C@H]2CN(Cc3c[nH]c4ccccc34)C[C@H]2C1=O,6%,-1%,-2%,-18%,13,-13%,i
COc1ccc(-c2cn3cccnc3n2)cc1NC(=O)Nc1ccc(Cl)cc1,38%[activator],-3%,.,.,9,.,.
Cc1c(F)cccc1Nc1ncncc1-c1nc(-c2ccccc2)no1,0%,-9%,-16%,-7%,-5,-27%,i
COc1ccc(C(=O)N2CCC3(CC2)OC(=O)N(CC2CC2)C3(C)c2cccnc2)cn1 (centres undefined),-19%[87.6 µM],6%[87.6 µM],-9%[172 µM],?,-8,-3%[172 µM],i
CN(Cc1ccccc1)CC1(O)CCCN(CCCc2ccccc2)C1=O (centres undefined),-21%,-1%,3%,?,-7,?,-2%
CCOc1ccc(CC(=O)NC2CCN(c3cc(-c4ccc(OC)cc4)[nH]n3)CC2)cc1,20%,4%,-1%,?,27,?,-13%
O=C(Cc1cccs1)NCCc1noc(-c2cccnc2)n1,-9%,2%[12.5 µM],-9%,3%,22,3%,i
COCCNC(=O)CC[C@]12CC[C@](C)(O)C[C@H]1C(C)(C)C[C@@H]2NC(=O)c1ccc(C(F)(F)F)cc1,?,-2%,-4%,?,20,-14%,2%
O=C(c1ccc(Cl)cc1)N1CCC(N2CCCOC2=O)CC1,13%,0%,.,-12%,-8,-14%,i
C[C@@H]1CN(C(=O)Cc2ccc3c(c2)OCO3)C[C@]1(C)O,6%,4%,-4%,i,0,-3%,i
CN(C)c1nccnc1OC1CCN(C(=O)c2ccccc2)C1 (centres undefined),0%,-6%,-5%,-12%,27,5%,i
COc1ccc(C(=O)N[C@@H]2CCC[C@@H]2C(=O)N2CCN(c3ccccn3)CC2)cc1,-4%,?,-5%,?,12,-18%,5%
Cc1cnc(C)c(N2CCC(Oc3ccc4c(cnn4CCC(=O)O)c3)CC2)n1,-17%[87.6 µM],6%[87.6 µM],-16%[172 µM],?,-3,-21%[172 µM],-11%[88.5 µM]
COc1ccc(OC)c(NC(=O)c2cc(CN3CCCC3)on2)c1,6%,-2%,.,.,21,.,.
COC(=O)c1ccc(OCC2c3cc(OC)c(OC)cc3CCN2C(=O)Cc2ccc(OC)cc2)cc1 (centres undefined),-10%,-28%,.,.,-3,.,.
CC(=O)N1CCCC1c1nnc2n1CCNC2 (centres undefined),4%[87.6 µM],2%[87.6 µM],.,0%[138 µM],-5,i,-6%[88.5 µM]
CCOC(=O)Cn1c(=O)n(C2CCCCC2)c2nc(-c3ccc(C(C)C)cc3)nc(C(N)=O)c21,-10%,6%,.,.,10,.,.
COc1ccc(C(=O)N2C[C@@H]3CC[C@H](C2)N(Cc2cscn2)C3=O)o1,-19%,-8%,-5%,-12%,-10,i,?
CCOC(=O)c1ccc(CN(Cc2ccc(F)cc2)S(=O)(=O)c2ccc(F)c(C(=O)Nc3c(C)cccc3C)c2)cc1,-12%,15%,.,.,-3,.,.
COc1ccc(NC(=O)c2ccc3c(c2)NC(C)(COCC2CC2)CO3)cn1 (centres undefined),21%[87.6 µM],-3%[87.6 µM],?,?,-11,?,-7%[88.5 µM]
O=C(NCc1ccccc1)C1CCCN(c2nccc(Nc3ccccc3F)n2)C1 (centres undefined),-5%,2%[12.5 µM],.,32µM*,6,18µM*,-13%
Cc1nnc2ccc(N3CCC(NC(=O)c4cccc(C(F)(F)F)c4)CC3)nn12,.,.,.,?,-9,?,.
COc1ccccc1C(=O)N1CC(Oc2cccc(-c3nc(-c4ccccc4)no3)c2)C1,162%[activator],-8%,7.9µM*,32µM*,-3,45µM*,i
COc1ccccc1Nc1ccnc(N2CCCC(C(=O)NCc3cccc(F)c3)C2)n1 (centres undefined),1%,-13%[12.5 µM],.,13µM*,-1,11µM*,-1%

# Reformatted: three of the compounds above.
COc1ccc(C(=O)N2C[C@@H]3CC[C@H](C2)N(Cc2cscn2)C3=O)o1
  SNCA expr inh: -19% | HEK293 viab: -8% | FLuc inh: -5% | 3T3 cytotox: -12% | IP6K1 inh: -10 | HEK cytotox: i | GPT2 inh: ?
CCOC(=O)c1ccc(CN(Cc2ccc(F)cc2)S(=O)(=O)c2ccc(F)c(C(=O)Nc3c(C)cccc3C)c2)cc1
  SNCA expr inh: -12% | HEK293 viab: 15% | FLuc inh: . | 3T3 cytotox: . | IP6K1 inh: -3 | HEK cytotox: . | GPT2 inh: .
COc1ccc(NC(=O)c2ccc3c(c2)NC(C)(COCC2CC2)CO3)cn1 (centres undefined)
  SNCA expr inh: 21%[87.6 µM] | HEK293 viab: -3%[87.6 µM] | FLuc inh: ? | 3T3 cytotox: ? | IP6K1 inh: -11 | HEK cytotox: ? | GPT2 inh: -7%[88.5 µM]

# Continued.
SMILES,SNCA expr inh,HEK293 viab,FLuc inh,3T3 cytotox,IP6K1 inh,HEK cytotox,GPT2 inh
COCCN1C(=O)[C@@H]2C[C@@H](CN2Cc2ccc3ccccc3n2)Oc2ccccc21,46%[activator][87.6 µM],-12%[87.6 µM],?,100µM*,-3,?,-18%[88.5 µM]
CC1CCCCC1NC(=O)c1ccc2nccn2c1 (centres undefined),4%[87.6 µM],3%[87.6 µM],.,-13%[138 µM],11,-9%[172 µM],-16%[88.5 µM]
COc1ccccc1NC(=O)c1cc2c(C)nn(-c3ccccc3)c2s1,9%,-1%,.,.,-11,.,.
CCc1ccc(Cc2ccc3c(c2)[C@]2(OC3)O[C@H](CO)[C@@H](O)[C@H](O)[C@H]2O)cc1,.,-9%,.,.,21,.,i
CNC(=O)[C@H]1C[C@H](Oc2cccnc2)CN1C(=O)c1cccc(OC)c1,-21%,-3%,3%,-28%,-1,i,-8%
CC(=O)c1ccc(NC(=O)Cn2c(=O)n(-c3ccc(F)cc3)c(=O)c3c2cc(C)n3C)cc1,-22%,?,9%,-24%,1,?,0%
CC(=O)N1CCN(c2nc3c(s2)CC(C(=O)N2CCN(C4CCCC4)CC2)CC3)CC1 (centres undefined),20%,-7%,-1%,-22%,13,-12%,2%
O=C(NCCc1ccc(Cl)cc1)C1CCN(Cc2ccccc2-c2cccnc2)CC1,-17%,-9%[12.5 µM],.,?,24,?,i
CN1C(=O)[C@@H]2C[C@@H](CN2Cc2ccccc2F)Oc2ccccc21,4%[87.6 µM],-7%[87.6 µM],1%[172 µM],-9%[138 µM],4,-10%[172 µM],-10%[88.5 µM]
O=C(Nc1cccc2cccnc12)c1ccc(N2C(=O)[C@@H]3C4C=CC(C4)[C@@H]3C2=O)cc1,.,?,.,.,1,.,2%
CCOc1cc(C(=O)NC2CCN(c3cc(-c4ccc(F)cc4)[nH]n3)CC2)cc(OCC)c1OCC,-12%,5%,0%,?,-6,?,-16%
O=C(NC[C@H]1O[C@H](Cc2cc(-c3ccc(F)cc3)on2)CC[C@@H]1O)C1CCC1,61%[activator][87.6 µM],1%[87.6 µM],?,?,4,?,?
CCCCOc1ccc(C(=O)N2CCC[C@H]2c2nc(-c3ccc(F)cc3)no2)cc1,-6%,-10%,-6%,?,0,?,?
C/C1=C\CC(C)(C)/C=C/C/C(C(=O)O)=C/CC1,.,-14%,.,.,-7,.,i
O=C(NCc1ccc(F)cc1)C1CCCN(Cc2cccc(-c3ccc(F)cc3F)c2)C1 (centres undefined),-21%,-1%,.,45µM*,-16,?,2%
COCCn1c(=O)c(C(=O)N2CCN(C(=O)NC3CCCC3)CC2)nc2cccnc21,-17%,1%,.,-8%,-7,i,-5%
O=C(C1CCN(Cc2ccccc2-c2cccnc2)CC1)N1CCC(c2ccccc2)CC1,-22%,6%,.,45µM*,11,35µM*,-4%
Clc1ccc(-c2nc3c4cnn(-c5ccccc5Br)c4ncn3n2)c(Cl)c1,34%[activator],-14%,.,.,3,.,.
CN1c2cc(C(=O)N3CCN(c4ccc(F)cc4)CC3)ccc2C(=O)N2CCCCCC21 (centres undefined),-9%,3%[12.5 µM],-9%,?,41,45µM*,3%
COc1ccccc1C(=O)NC1CCN(c2cc(-c3ccccc3)[nH]n2)C1 (centres undefined),21%,-11%,0%,2%,0,?,?
COCCOC1CCOC2(CCN(C(=O)c3cc(C)nn3C)CC2)C1 (centres undefined),2%,0%[12.5 µM],-2%,-4%,17,-8%,-8%
CCc1nc(-c2c3n(c(=O)n(CC(=O)NCCCc4ccccc4)c2=O)CCCC3)no1,-24%,10%,-6%,-5%,3,4%,3%
CC(C)CN1C(=O)c2cccn2CC1C(=O)NCCN1CCCCC1 (centres undefined),-2%,11%,2%,i,9,i,i
Cc1cccc(C)c1Nc1c(-c2ccsc2)nc2cccc(C)n12,4%,-11%,.,.,-1,.,.
CCC(=O)N1CCc2cc(Br)cc(S(=O)(=O)N3CCN(c4ccc(C(C)=O)cc4)CC3)c21,-3%,0%,.,.,-11,.,.
# Next part
SMILES,SNCA expr inh,HEK293 viab,FLuc inh,3T3 cytotox,IP6K1 inh,HEK cytotox,GPT2 inh
Cc1ccc2c(c1)Cc1c(nc(-c3ccc(F)cc3)nc1SCC(=O)N1CCCCC1)O2,4%,-8%,.,.,-4,.,.
C=CCNC(=O)c1cccc2c(C)nnn12,125%[activator][87.6 µM],2%[87.6 µM],14µM*,-13%[174 µM],7,-15%[230 µM],?
COc1ccc(C2(C(=O)N3CC(CO)C4(CCNCC4)C3)CC2)cc1 (centres undefined),0%,2%,.,-9%,5,-4%,i
O=C(c1nc2sccn2c1Br)N1CCC(N2CCCNC2=O)CC1,-11%,6%,-13%,-26%,3,-7%,i
COc1ccc(C(=O)N2CCC3(CC2)CC(=O)Nc2ccccc2O3)cc1,-10%,-15%,6%,-17%,3,-26%,?
CCOC(=O)[C@@H]1CN(C(=O)OCC(C)(C)C)[C@H]2c3ccccc3O[C@@H]12,.,.,.,?,14,?,.
CC(=O)Nc1nonc1-c1nnc(SCC(=O)Nc2ccccc2Cl)n1C,3%,3%,.,.,-1,.,.
COCCNC(=O)c1ccc2c(c1)N(C)C(CC(=O)N1CCC(C)CC1)CO2 (centres undefined),-6%,-11%,8%,-28%,0,?,i
Cc1cc(C)cc(-c2ccc(CN3CCCC(NC(=O)c4ccncc4)C3)cc2)c1 (centres undefined),?,-17%,.,25µM*,-4,28µM*,-17%
Cc1ccc(S(=O)(=O)N2CCC(CCC(=O)NCc3cccc(F)c3)CC2)cc1,-18%,-14%,.,?,5,?,3%
